MC4R antag cAMP: MC4R antagonists of cAMP signaling, primary screen, cell-based, TR-FRET, antagonist arm of biased-ligand search. Melanocortin receptor 4 (Homo sapiens), P32245. 0.48% of 360,000 active. AID 540295, 2011. MC4R-expressing cells, MTII-stimulated cAMP, LANCE TR-FRET. inhibition, % at 6.5 µM;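 active = inhibition above its plate's cutoff, the mean of tested wells on that plate plus 3 SD, cut at about 29% in these data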;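 also: 0% = Melanotan II alone and 100% = Melanotan II plus saturating MCL0020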
Target sequence (P32245 whole entry, looked up): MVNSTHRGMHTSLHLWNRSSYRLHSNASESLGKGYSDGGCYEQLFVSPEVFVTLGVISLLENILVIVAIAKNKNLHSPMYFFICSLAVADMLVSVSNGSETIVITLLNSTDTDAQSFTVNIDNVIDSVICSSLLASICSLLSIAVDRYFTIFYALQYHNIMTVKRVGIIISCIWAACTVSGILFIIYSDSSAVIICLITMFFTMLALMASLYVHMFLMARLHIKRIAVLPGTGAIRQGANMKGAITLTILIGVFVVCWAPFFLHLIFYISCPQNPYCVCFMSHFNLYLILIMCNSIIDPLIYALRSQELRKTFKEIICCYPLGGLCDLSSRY
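System – human MC4R-expressing U2OS cells · Also added – Melanotan II · Dosing – one concentration, 6.5 µM nominal · Timing – 30-min compound, 1-h challenge, 1-h detection, room temperature · Measured by – Eu-cAMP/anti-cAMP TR-FRET, emission 671 nm · Replicates – singlicate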
MC4R barr agon: MC4R agonists recruiting beta-arrestin, primary screen, cell-based, luminescence, agonist arm of biased-ligand search. Melanocortin receptor 4 (Homo sapiens), P32245. U2OS MC4R beta-arrestin complementation; percent of melanotan II response, DMSO zero. activation, % at 8.9 µM. 0.98% of 360,000 active;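 active = activation above a per-plate cutoff, the mean activation of sample wells on that plate plus 3 SD, cut at about 8% in these data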
Glyco luc inh: increase of ERlucT glycosylation luciferase signal, primary screen, N-linked glycosylation inhibitor project, D54 ERlucT cells, luminescence, set 2 | reporter increase, % at 12.5 µM | 0.23% of 360,000 active | D54 ERlucT glycosylation luciferase reporter, 24 h; percent of 100 nM tunicamycin response;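 active = mean luciferase reporter signal, scaled so untreated is 0 and the glycosylation-blocking control 100, at or above a set limit in every replicate; inconclusive = mean reaches the limit but not every replicate does; inactive = mean below the limit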;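 also: luciferase carries N-glycosylation sites so blocking glycosylation raises the light; 0% = median of neutral control wells and 100% = median of 100 nM tunicamycin wells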
Exocytosis inh: LAMP-1 surface exposure blockers, TALL-104 cells – cell-based, flow cytometry, MLPCN library, primary screen; TALL-104 LAMP-1 surface exposure; cells stimulated with thapsigargin and PMA; AID 651702, 2012; 0.66% of 360,000 active; inhibition, % at 10 µM;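 active = inhibition above about 55%, limit read from the data; inconclusive = no clear call, values can overlap the other calls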
ABHD5-PLIN5 inh: ABHD5-PLIN5 interaction inhibitors, primary screen, cell lysate, split luciferase complementation, luminescence. Perilipin-5 (Homo sapiens) + 1-acylglycerol-3-phosphate O-acyltransferase ABHD5 (Homo …. Split G. princeps luciferase complementation, 4 h. inhibition, % at 4 µM. 0.78% of 360,000 active. AID 602281, 2012;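 active = inhibition above the mean inhibition across every tested compound plus 3 SD, cut at about 22% in these data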;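 also: 0% = DMSO only wells and the 100% control is not disclosed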
ABCB6 inh MLPCN: ABCB6 transporter inhibitors, primary screen, K562-ABCB6 cells, flow cytometry, MLPCN library | 0.19% of 360,000 active | ATP-binding cassette sub-family B member 6 (Homo sapiens), Q9NP58 | K562-ABCB6 porphyrin accumulation, 1 h; hits give low values | fluorescence ratio to DMSO, % at 10 µM;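 active = fluorescence ratio to DMSO below 75%, the collection mean minus 3 SD; inconclusive = too few cells collected in the well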;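 also: signal is porphyrin accumulated inside mitochondria; 100% equals median channel fluorescence of DMSO control wells; lower ratio means ABCB6 inhibition with less porphyrin fluorescence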
aDG glyco up: activators of alpha-DG glycosylation, primary screen, uHTS, Pro5-aDG cells, AlphaScreen; alpha-DG glycosylation AlphaScreen (IIH6); 0% Pro5, 100% B10-LARGE cell signal; activation, % at 10 µM; 0.22% of 360,000 active; AID 624168, 2012;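 active = activation of at least 8% versus controls, or a plate z-score of at least 8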;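 also: Pro5 are CHO cells carrying HIG-tagged alpha-DG that lacks glycosylation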
iPSC survival up: enhancers of single-cell hiPSC survival, primary screen, ATPlite luminescence; 0.044% of 360,000 active; 100% = ROCK inhibitor wells, 0% = DMSO; survival enhancement, % at 20 µM; in the data active = survival enhancement above about 18%;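 also: cells exposed to compounds for 16 hours before the ATP read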
H9c2 protect: cardioprotection against H2O2-induced cell death, primary screen, uHTS, H9c2 cells, ATPLite luminescence | 0.63% of 360,000 active | H9c2 cardiomyocytes, H2O2 injury protection, 2 h | protection from H2O2 cell death, % at 20 µM | AID 588492, 2011;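 active = compounds giving at least 50% protection of heart cells from peroxide-induced death in the single-dose screen, raw or plate-pattern-corrected value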;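 also: 0% = DMSO wells with peroxide and 100% = DMSO wells without peroxide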
m5-HT2A agonist: mouse Htr2a agonists via beta-arrestin recruitment, primary screen, cell-based, luminescence; 5-hydroxytryptamine receptor 2A (Mus musculus), P35363; CHO-K1 mHTR2A beta-arrestin complementation; percent of 30 µM serotonin response; activation, % at 7.6 µM; 0.66% of 360,000 active; AID 624169, 2012;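 active = activation above a run cutoff, the mean activation of all tested compounds plus 3 SD, cut at about 14% in these data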;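 also: 0% = plate median of compound wells and 100% = 30 µM serotonin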
Target sequence (P35363 whole entry, looked up): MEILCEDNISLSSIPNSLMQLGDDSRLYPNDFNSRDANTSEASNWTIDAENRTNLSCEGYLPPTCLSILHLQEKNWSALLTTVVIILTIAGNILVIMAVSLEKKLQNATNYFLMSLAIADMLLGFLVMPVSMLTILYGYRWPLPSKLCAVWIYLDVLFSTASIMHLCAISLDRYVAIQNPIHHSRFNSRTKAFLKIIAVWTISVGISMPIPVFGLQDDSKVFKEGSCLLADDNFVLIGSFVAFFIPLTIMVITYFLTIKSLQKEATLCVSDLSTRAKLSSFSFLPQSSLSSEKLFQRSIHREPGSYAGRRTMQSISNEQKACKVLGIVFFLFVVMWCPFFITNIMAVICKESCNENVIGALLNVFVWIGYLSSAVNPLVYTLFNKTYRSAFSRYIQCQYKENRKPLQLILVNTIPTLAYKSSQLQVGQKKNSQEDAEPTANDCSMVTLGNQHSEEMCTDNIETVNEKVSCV
* marks the source's active call; other numbers are inactive results; i = inactive; ? = inconclusive; / = not tested or not shown.

| Molecule | MC4R antag cAMP | MC4R barr agon | Glyco luc inh | Exocytosis inh | ABHD5-PLIN5 inh | ABCB6 inh MLPCN | aDG glyco up | iPSC survival up | H9c2 protect | m5-HT2A agonist |
| --- | --- | --- | --- | --- | --- | --- | --- | --- | --- | --- |
| Cc1ccc(-n2c(=O)cc(N3CCC(C)CC3)[nH]c2=O)cc1 | 9 | -2.6 | -2 | -6 | 1 | 101 | 0.0 | 1.1 | 3 | 1 |
| O=C(CCCOc1ccccc1)Nc1ncccn1 | 0 | 0.7 | 1 | -6 | 6 | 99 | 0.0 | -1.4 | 7 | -1 |
| CC(C)=CC(=O)OCC(=O)Nc1nc(C)c(Cl)cc1Cl | 3 | -2.3 | 0 | -1 | -6 | 93 | 0.1 | -1.6 | -3 | -6 |
| O=C(CNc1cccc(Cl)c1)c1ccc(Cl)cc1 | 3 | -0.3 | -1 | -2 | 1 | 98 | 0.1 | 0.5 | -5 | -5 |
| CC1CCCC(C)N1C(=O)COC(=O)c1n[nH]c(=O)c2ccccc12 (stereo not drawn) | -15 | -0.5 | 1 | 3 | 1 | 91 | -0.4 | -0.2 | 54* | 4 |
| OCCC1CN(C2CCSCC2)CCN1C1CCCC1 (stereo not drawn) | 14 | -1.3 | 0 | 3 | -5 | 104 | 0.1 | -0.2 | -4 | 3 |
| Cc1ccc(OCCn2cc(/C=N/NC(=O)c3ccncc3)c3ccccc32)cc1 | -4 | 1.1 | -3 | 10 | -2 | 100 | 2.8 | 3.3 | 3 | -5 |
| Cc1ccc(NC(=O)CSc2nc3sc(C)cc3c(=O)n2C)cc1 | -6 | -1.4 | -1 | 8 | 2 | 101 | 0.1 | -0.3 | -13 | 0 |
| CC(=O)c1ccc(NC(=O)CC23CC4CC(C2)CC(n2nnc(C)n2)(C4)C3)cc1 | 8 | -2.4 | 2 | -5 | -6 | 95 | 0.2 | 0.5 | 0 | -4 |
| COc1cccc(NC(=O)CN(C2=NC3CS(=O)(=O)CC3S2)c2cccc(C)c2)c1 (stereo not drawn) | 0 | 0.7 | 3 | 1 | 0 | ? | 0.4 | -2.9 | 8 | -3 |
| Cc1ccc(-c2c3c(=O)n(C)c(=O)n(C)c3cn2N2CCOCC2)cc1 | -10 | -0.4 | -1 | -4 | 1 | 103 | 0.1 | -0.5 | -3 | 3 |
| N#C/C(=C\c1ccc(O)c(O)c1)C(=O)N1CCCC1 | 1 | -5.1 | 0 | -3 | 4 | 96 | 0.7 | -0.8 | 49 | -6 |
| COC(=O)c1ccc(Oc2ccc(S(=O)(=O)N3CCCCC3)cc2N)cc1 | -2 | -1.2 | -1 | -9 | -6 | 91 | 0.9 | -0.4 | -19 | 1 |
| CC12CCC(C(=O)N(CC3CO3)C1=O)C2(C)C (stereo not drawn) | -1 | -3.2 | -1 | -1 | -1 | 92 | -0.1 | -0.3 | -1 | 0 |
| O=C(OCC(=O)N1N=C(c2ccc(Cl)cc2)CC1c1ccco1)c1ccco1 (stereo not drawn) | 8 | -0.1 | 1 | -3 | 1 | 93 | 1.1 | 0.2 | -9 | -4 |
| CC(C(=O)Nc1ccccc1)N(C)CCOc1ccc(Br)cc1 (stereo not drawn) | 0 | 3.4 | -3 | -2 | -4 | 99 | -0.4 | 0.6 | -4 | -3 |
| Cc1ccc(S(=O)(=O)NC(=O)Nc2ccc(F)c(F)c2)cc1 | 9 | -0.5 | 1 | 16 | 2 | 95 | 0.1 | -0.1 | 1 | -4 |
| O=C(COC(=O)Cc1c(F)cccc1Cl)Nc1nnc(-c2ccccc2)o1 | 4 | -3.6 | 1 | 2 | -5 | 94 | 0.6 | -0.7 | 13 | -1 |
| O=C(O)CCc1nn2c3ccccc3n(CC(=O)c3ccccc3)c2nc1=O | 7 | 2.2 | 4 | -2 | 10 | 104 | 0.0 | -3.3 | -3 | 6 |
| CC(C)(C)C1CCC2(CC1)CC(=O)c1ccccc1O2 (stereo not drawn) | -1 | -2.1 | 0 | -14 | 0 | 99 | -0.2 | 4.3 | 4 | 7 |
| CCc1nc(NCc2ccco2)c2oc3ccccc3c2n1 | 1 | -2.1 | 0 | 0 | -2 | 105 | 1.8 | 0.1 | -1 | -4 |
| CCCCc1ccc(S(=O)(=O)NC(=O)C2(C)CCN2C(=O)c2ccccc2)cc1 (stereo not drawn) | 10 | 1.0 | 1 | 12 | -4 | 99 | -0.2 | 0.7 | -2 | -3 |
| COc1ccc(CCNC(=O)C2CCN(S(C)(=O)=O)CC2)cc1OC | -6 | -0.3 | -1 | 8 | -1 | 101 | -0.2 | -0.3 | 6 | 7 |
| CC1(C)N=C(N)N=C(N)N1c1cccc(C#N)c1 | -5 | -2.3 | 0 | 0 | 0 | 98 | 1.3 | 0.1 | 0 | -3 |
| Cc1cc(C(=O)OCC(=O)NC2CC2)c2ccccc2n1 | 0 | -0.3 | 2 | -4 | 3 | 101 | 0.2 | 0.8 | 7 | 4 |
| CN(C)c1ccc(C2CC(=O)OC3=C2C(=O)CC(C)(C)C3)cc1 (stereo not drawn) | 5 | -1.0 | 2 | -5 | 1 | 105 | 0.0 | -0.8 | 7 | -3 |
| CN1C(=O)/C(=N\OC(=O)c2cccc3ccccc23)c2ccccc21 | -12 | -0.9 | 7 | 80* | 5 | 92 | -0.2 | -1.0 | 2 | 1 |
| O=C(/C=C/c1ccccc1)NCC(=O)N/N=C\c1cccnc1 | 1 | -1.6 | 3 | 14 | 3 | 101 | -0.3 | 2.5 | 1 | -4 |
| CCOc1c(N2CC(C)OC(C)C2)c(=O)c1=O (stereo not drawn) | 1 | 0.0 | 3 | -5 | -1 | 99 | -0.1 | -0.3 | -3 | -1 |
| CC1(C(=O)OCC(=O)Nc2ccc(S(=O)(=O)N3CCOCC3)cc2)CC1(Cl)Cl (stereo not drawn) | 10 | -1.7 | -1 | -11 | -2 | 91 | 0.2 | 1.5 | 0 | -7 |
| Cc1ccc(C(=O)NCCN2CCOCC2)cc1S(=O)(=O)N1CCCCC1 | 5 | -2.3 | 0 | 1 | 1 | 97 | -0.3 | -0.4 | -3 | 2 |
| O=C(c1ccc(S(=O)(=O)NCc2ccco2)cc1)N1CCN(Cc2ccc3c(c2)OCO3)CC1 | 17 | 1.1 | 1 | -1 | 3 | 104 | -0.1 | -0.3 | -1 | 11 |
| Cc1cc(NC(=O)CCCn2cnc([N+](=O)[O-])n2)no1 | -5 | -2.5 | 2 | 4 | -2 | 98 | 0.4 | 0.0 | 5 | 2 |
| Clc1ccc(-n2cnc3c(Cl)ncnc32)cc1Cl | -16 | -3.0 | 1 | -3 | 4 | 107 | 1.0 | 3.6 | 0 | 5 |
| CCCOc1nc2c(c(=O)n(C)c(=O)n2C)n1C | 22 | 1.3 | 0 | -6 | 3 | 97 | 0.1 | 0.6 | 0 | 7 |
| Cc1cc(-c2ccccc2)n(-c2ccc(C(=O)N3CCN(c4ncccn4)CC3)cc2)n1 | 6 | -0.1 | 0 | -2 | 2 | 98 | 0.1 | -0.3 | 37 | 0 |
| CCN1/C(=C/c2ccc3cccc(C)c3[n+]2CC)Sc2ccccc21 | -13 | -2.6 | ? | 76* | 15 | i | 1.9 | -4.4 | -17 | -5 |
| COc1ccc(-c2noc(CCC(=O)N3CCN(Cc4ccccc4)CC3)n2)cc1 | 8 | 0.7 | -4 | 10 | 8 | 192 | -0.3 | 0.1 | -12 | -4 |
| CC1CCCCN1S(=O)(=O)c1ccc([N+](=O)[O-])cc1 (stereo not drawn) | -2 | -0.8 | 1 | -1 | -1 | 95 | 0.1 | -0.6 | 4 | 6 |
| CCOC(=O)c1snc(C(=O)NC2CCCCC2)c1N | 10 | 3.7 | -1 | 9 | -4 | 106 | 0.1 | -0.5 | -4 | 2 |
| CCOC(=O)C1=C(C)NC(C)=C(C(=O)OCCNC(=O)c2cccnc2)C1c1cccc([N+](=O)[O-])c1 (stereo not drawn) | 4 | -1.0 | 9 | 1 | -5 | 97 | -0.2 | 1.1 | 69* | -2 |
| COC(=O)[C@]1(Cc2ccccc2)N[C@H](CN(C)C(=O)C2CCCCC2)[C@@H]2C(=O)N(Cc3ccccc3)C(=O)[C@@H]21 | 3 | 0.1 | -3 | 2 | -11 | 100 | -0.1 | -0.2 | 1 | 1 |
| Cc1ccc2nc(-c3ccc(Cl)cc3)c(Cc3ccccn3)n2c1 | / | / | / | -3 | -1 | 115 | -0.1 | -0.1 | / | -2 |
| O=C(Cn1nc(-c2ccccc2)ccc1=O)NCC1COCCO1 (stereo not drawn) | 4 | -0.4 | -1 | -2 | 2 | 98 | -0.1 | -0.1 | -2 | 4 |
| Cn1c(CO)cnc1SCc1ccc(Cl)cc1 | 8 | -0.3 | -2 | -6 | 6 | 125 | 0.1 | -0.9 | 2 | -1 |
| O=C(NC1CCCCC1)C(Cc1ccccc1)NS(=O)(=O)c1cccs1 (stereo not drawn) | -7 | 2.2 | 1 | 3 | 1 | 99 | 0.0 | -1.0 | 10 | 4 |
| CC(=O)NNc1nc(-c2ccccc2)cs1 | -1 | -0.8 | 2 | 1 | -7 | 103 | 0.3 | 0.2 | -4 | -3 |
| Cc1nnc(SCC(=O)NNC(=O)c2ccccc2)n1Cc1ccccc1 | -3 | 0.0 | -1 | -1 | -2 | 97 | -0.2 | 3.9 | 2 | -3 |
| CC(C)c1ccccc1NC(=O)CSc1n[nH]c(=O)n1C1CC1 | 13 | -4.0 | 1 | -4 | -3 | 102 | -0.2 | -0.1 | 4 | -4 |
| Cc1ccccc1C(=O)c1cccn1CC(=O)NC(C)c1ccccc1 (stereo not drawn) | 15 | 1.2 | 7 | 3 | -1 | 100 | 0.0 | 2.4 | 5 | -4 |
| CSCCC(NC(N)=O)C(=O)NCC1CCCCC1 (stereo not drawn) | 7 | -1.3 | 0 | -3 | 3 | 96 | -0.4 | -1.9 | 2 | 0 |
| CCOC(=O)/C(=C\c1ccc(OC(F)F)cc1)C1=Nn2c(nnc2-c2ccc(Cl)cc2)SC1 | 13 | 4.3 | ? | 36 | 20 | 88 | -0.2 | -3.0 | -20 | 2 |
